High-throughput results (PubChem)
MRP reversal = MRP-mediated drug resistance reversal. H69AR cells + 2 uM doxorubicin, CellTiter-Glo, 72 h. differential viability (reversal), % at 10 µM. actives 0.04% (n = 85,000). AID 602;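 active = viability drop by adding the cancer drug above about 55%, with treated viability meeting a 40% cutoff, limit read from the data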;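 note: viability without doxorubicin minus viability with 2 µM doxorubicin for each compound; larger differential means the compound sensitizes cells more to doxorubicin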
IL1B NFkB pot = enhances IL-1B driven NFkB nuclear translocation. HUVEC IL-1B NFkB p65 nuclear translocation imaging. activation, % at 2 µM. actives 0.3% (n = 94,000). AID 819;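 active = activation above 40%, about the mean plus 3 SD, also judged a hit on visual image review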;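 note: percent activation is computed from the nuclear over cytoplasmic p65 intensity ratio; values of inactives mirror those of a sister screen read the other way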
Bcl-B displacement = displacers of TR3 peptide from Bcl-B, primary screen, selectivity assay for Bfl-1 inhibitor project, biochemical, fluorescence polarization; FP displacement of FITC-TR3 peptide from Bcl-B; higher % means a stronger effect; one-dose displacement, % at 20 µM; IC50 in µM for titrated hits; actives 0.11% (n = 96,000); AID 748;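 active = displacement above 50% at 20 µM plus a fluorescence interference ratio under 1.5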;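 note: plate controls were wells without compound for no effect and wells lacking Bcl-B protein for full effect; a part of the inactive calls stands beside numbers as strong as those of hits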
PLAP inhibition = PLAP enzyme inhibitors, biochemical, luminescence, HTS (AID 690). purified PLAP, luminescent substrate; higher % means a stronger effect. inhibition, % at 20 µM, or IC50 in µM where a hit was titrated. actives 0.08% (n = 96,000); in the data active = a potency from the dose series; inactive = the rest, 99 in 100 with inhibition below about 30%; note: strong numbers were not always called active
NFkB transloc inh = blocks IL-1B driven NFkB nuclear translocation in HUVEC cells | HUVEC IL-1B NFkB p65 nuclear translocation imaging | inhibition, % at 2 µM | actives 0.43% (n = 94,000);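 active = inhibition above about 30% together with a positive call from visual inspection of the well image, limit read from the data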;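 note: nuclear over cytoplasmic p65 intensity ratio measured by imaging; 0% = IL-1B stimulated DMSO wells and 100% = unstimulated DMSO wells; values of inactives mirror those of a sister screen read the other way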
MRP reversal cytotoxicity = also measured in MRP reversal; calls as there; viability, %; H69AR cells, CellTiter-Glo, 72 h; measured here: cytotoxicity without doxorubicin
MRP reversal with doxorubicin = further read-out of MRP reversal, marked with its call; viability, %; measured here: viability with 2 uM doxorubicin; hits give low values
NFkB transloc inh cell count 2 µM = second read-out of NFkB transloc inh, no call of its own (marks repeat the call); cell count; measured here: cells passing quality filter;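 raw number of nuclei counted in each imaged well without normalization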
IL1B NFkB pot cell count 2 µM = further read-out of IL1B NFkB pot, marked with its call; cell count; measured here: cells passing quality filter
* hit, by the source's call; . = no result given. Only part of the results is shown. The share of hits here may be higher or lower than overall.

| mol | MRP reversal | MRP reversal cytotoxicity | MRP reversal with doxorubicin | IL1B NFkB pot | IL1B NFkB pot cell count 2 µM | Bcl-B displacement | PLAP inhibition | NFkB transloc inh | NFkB transloc inh cell count 2 µM |
| --- | --- | --- | --- | --- | --- | --- | --- | --- | --- |
| COc1ccc(CC(C(=O)Nc2cccc(F)c2)c2nn[nH]n2)c(OC)c1 (stereo not drawn) | -2 | 94 | 96 | -3 | 76 | 5% | 7% | 3 | 76 |
| CCC1Oc2ccc(C)cc2N(CC(=O)NCCN2C(C)CCCC2C)C1=O (stereo not drawn) | 7 | 85 | 78 | . | . | -7% | -22% | . | . |
| CCOc1ccc(N(CC(=O)NC2CCCCC2)C(=O)CNC(=O)c2ccco2)cc1 | 8 | 93 | 85 | -12 | 76 | . | . | 12 | 76 |
| CCOC(=O)c1[nH]c(C)c(C(=O)NCc2ccccn2)c1C | -7 | 89 | 97 | 11 | 145 | . | . | -11 | 145 |
| Nc1nnc(CC(=O)N2CCCCC2)s1 | 4 | 105 | 101 | 35 | 135 | 6% | 14% | -35 | 135 |
| CCOC(=O)c1oc2cc(O)ccc2c(=O)c1-c1ccc(OC)cc1 | -7 | 74 | 80 | -6 | 153 | -7% | -1% | 6 | 153 |
| CCCC(=O)N1CC2(C)CN(C(=O)CCC)CC(CCC)(C1)C2=O | 16 | 90 | 74 | 6 | 80 | -6% | -1% | -6 | 80 |
| Cc1ccc(Cn2c(SCCN3CCCCC3)nc3c2c(=O)[nH]c(=O)n3C)cc1 | 10 | 81 | 71 | 2 | 40 | 2% | -38% | -2 | 40 |
| O=C(NCC1CCCO1)/C(=C\c1ccc(Cl)cc1)NC(=O)c1ccccc1 (stereo not drawn) | . | . | . | -1 | 129 | 15% | -4% | 1 | 129 |
| Cc1cccc(Nc2nn3c(=O)c4ccccc4nc3s2)c1 | 5 | 105 | 101 | -10 | 138 | -44% | 14% | 10 | 138 |
| O=C1CC(Cc2ccc(Cl)cc2)C(=O)N1c1ccncc1 (stereo not drawn) | -1 | 94 | 95 | -4 | 153 | . | . | 4 | 153 |
| C=C(C)CSc1nnc(-c2ccc(C)cc2)n1N | 20 | 99 | 79 | -18 | 127 | -2% | 11% | 18 | 127 |
| CCC(=O)N1CCc2cc(S(=O)(=O)CCC(=O)Nc3ccc(F)c(F)c3)ccc21 | 11 | 85 | 74 | -12 | 141 | 0% | 20% | 12 | 141 |
| CCC(C)NC(=O)CSc1nc(-c2cccs2)cc(C(F)(F)F)n1 (stereo not drawn) | . | . | . | -15 | 123 | 2% | 4% | 15 | 123 |
| Cc1ccnc(NC(=O)COC(=O)C2COc3ccccc3O2)n1 (stereo not drawn) | 6 | 103 | 97 | 8 | 116 | 10% | -34% | -8 | 116 |
| O=C(NCc1ccccc1)c1ccc(=O)[nH]n1 | 2 | 96 | 94 | . | . | -1% | -14% | . | . |
| CSc1ccc(S(=O)(=O)Nc2ccc3c(c2)OCCO3)cc1 | 0 | 95 | 95 | . | . | 0% | -4% | . | . |
| Cc1ccc(-c2csc(N(C)C(=O)c3c(C)nn(-c4ccccc4)c3Cl)n2)cc1 | . | . | . | . | . | 1% | -44% | . | . |
| COc1ccc(C2CC(c3ccccc3)Nc3nc(N)nn32)cc1 (stereo not drawn) | -7 | 98 | 105 | 25 | 99 | 2% | -3% | -25 | 99 |
| O=C(Nc1nccs1)c1cc(N2CCOCC2)nc2ccccc12 | -6 | 68 | 74 | 17 | 181 | -18% | -18% | -17 | 181 |
| Cc1ncoc1C(=O)Nc1ccc2c(c1)OCCO2 | -5 | 75 | 80 | 5 | 138 | -8% | 10% | -5 | 138 |
| COc1ccc(S(=O)(=O)N(CC(=O)N2CCN(C)CC2)c2ccc(C)cc2)cc1OC | 8 | 92 | 84 | 2 | 70 | 10% | -40% | -2 | 70 |
| CCCc1ccc(OCc2ccc(C(=O)N/N=C/c3cccc([N+](=O)[O-])c3)o2)c(OC)c1 | . | . | . | 0 | 172 | -12% | 8% | 0 | 172 |
| Cc1nc(NCCCn2ccnc2)c2ccccc2n1 | 3 | 97 | 94 | . | . | 12% | 1% | . | . |
| CCOC(=O)c1nc(C)n(-c2cc(Cl)ccc2Cl)n1 | . | . | . | 1 | 134 | -3% | 7% | -1 | 134 |
| O=S(=O)(NCc1cccnc1)c1ccccc1 | 21 | 108 | 88 | -1 | 141 | 4% | 21% | 1 | 141 |
| Cc1ccc(S(=O)(=O)C2(C(=O)NC3CCCC3)CC2)cc1 | 4 | 98 | 94 | 27 | 161 | -14% | 6% | -27 | 161 |
| COCCNC(=O)c1ccc(CS(=O)(=O)c2ccccc2)o1 | 2 | 95 | 93 | 3 | 106 | 2% | -3% | -3 | 106 |
| COc1ccc(C(N)CCc2ccco2)cc1 (stereo not drawn) | -1 | 88 | 89 | 26 | 157 | -27% | 10% | -26 | 157 |
| Cc1c(C(=O)OCC(C)(C)CN(C)C)oc2ccccc12 | . | . | . | . | . | 4% | -55% | . | . |

Continued (two carried over from the part before).
| mol | MRP reversal | MRP reversal cytotoxicity | MRP reversal with doxorubicin | IL1B NFkB pot | IL1B NFkB pot cell count 2 µM | Bcl-B displacement | PLAP inhibition | NFkB transloc inh | NFkB transloc inh cell count 2 µM |
| --- | --- | --- | --- | --- | --- | --- | --- | --- | --- |
| COc1ccc(C(N)CCc2ccco2)cc1 (stereo not drawn) | -1 | 88 | 89 | 26 | 157 | -27% | 10% | -26 | 157 |
| Cc1c(C(=O)OCC(C)(C)CN(C)C)oc2ccccc12 | . | . | . | . | . | 4% | -55% | . | . |
| CCOC(=O)C(=O)Nc1nnc(CCc2ccccc2)s1 | 9 | 97 | 88 | 17 | 94 | . | . | -17 | 94 |
| CCC(=O)Nc1nc2ccccc2n1Cc1ccccc1 | -117 | 87 | 204 | . | . | -7% | -52% | . | . |
| COc1ccc(/C=c2\sc3nc(-c4ccccc4OC)nn3c2=O)c(OC)c1 | . | . | . | -2 | 127 | 31% | -28% | 2 | 127 |
| Cc1ccc(Cl)cc1NC(=O)CSc1nnc(C)n1-c1ccccc1 | 7 | 81 | 74 | -8 | 103 | . | . | 8 | 103 |
| O=C(CCCc1cccs1)N1CCN(S(=O)(=O)c2ccccc2Br)CC1 | -11 | 67 | 78 | 9 | 162 | 0% | -15% | -9 | 162 |
| Nc1ccc(NC(=O)c2cccs2)c(Cl)c1 | 15 | 99 | 85 | 1 | 53 | -2% | 18% | -1 | 53 |
| O=C(O)C1C2CCC(C2)C1C(=O)NCc1ccccn1 (stereo not drawn) | . | . | . | 1 | 149 | -8% | -5% | -1 | 149 |
| CCOC(=O)/C(N=Nc1c(Br)cc(Br)cc1Br)=C(\C)O | . | . | . | 15 | 146 | -1% | 1% | -15 | 146 |
| O=c1[nH]cnc2scc(-c3ccsc3)c12 | 15 | 92 | 77 | . | . | -5% | 15% | . | . |
| CCOC(=O)C1CCCN(C(=O)C2CCC(CNS(=O)(=O)c3ccc(NC(C)=O)cc3)CC2)C1 (stereo not drawn) | 1 | 90 | 89 | -7 | 65 | -2% | -19% | 9 | 65 |
| CCCCn1c(SCC(=O)Nc2nnc(CC)s2)nc2ccccc2c1=O | -4 | 86 | 90 | . | . | -3% | 7% | . | . |
| CC1(C)Cc2ccccc2-c2n[nH]c(=S)n21 | -3 | 97 | 100 | -4 | 93 | 0% | -44% | 4 | 93 |
| O=S(=O)(c1ccccc1)C1(S(=O)(=O)c2ccccc2)CCCC1 | . | . | . | . | . | -7% | 15% | . | . |
| COc1ccc(CN2CCOCC2)c(C)c1C | 16 | 103 | 87 | -2 | 128 | 4% | -2% | 2 | 128 |
| O=C(Nc1cccnc1)C1CCCN(S(=O)(=O)c2cccc3nsnc23)C1 (stereo not drawn) | 13 | 89 | 76 | 6 | 172 | 3% | -11% | -6 | 172 |
| CN(C)/C=N/c1c(C#N)cnn1-c1nc2ccccc2s1 | 0 | 86 | 85 | . | . | -1% | 16% | . | . |
| CSc1ccc(Cl)c(C(=O)NCCOc2cc(C(C)C)ccc2C)c1 | . | . | . | -2 | 137 | -19% | 13% | 2 | 137 |
| Cc1cccc(NC(=O)Nc2cc(C)on2)c1 | -3 | 97 | 100 | 2 | 147 | -3% | -27% | -2 | 147 |
| Cc1ccc(OCCN2CCN(C(=O)CCC(=O)Nc3nnc(C)s3)CC2)cc1 | 8 | 106 | 98 | 16 | 128 | . | . | -16 | 128 |
| Cc1ccc(-n2nc3c(c2NC(=O)c2ccccc2Br)CS(=O)C3)cc1 (stereo not drawn) | -6 | 90 | 96 | -6 | 172 | 17% | -22% | 6 | 172 |
| CC(c1nnc(SCC(=O)N2CCc3ccccc32)n1-c1ccc(Cl)cc1)N(C)C (stereo not drawn) | . | . | . | 4 | 156 | -2% | -42% | -4 | 156 |
| CCC(c1nnnn1Cc1ccco1)N1CCN(c2cc(Cl)ccc2C)CC1 (stereo not drawn) | 5 | 87 | 82 | 24 | 172 | -3% | -56% | -24 | 172 |
| COC(=O)c1ccccc1NC(=O)c1ccccc1N(C)S(C)(=O)=O | 4 | 87 | 83 | -1 | 150 | -6% | 4% | 1 | 150 |
| Cc1cccc2sc(NC(=O)C3CCCO3)nc12 (stereo not drawn) | 7 | 90 | 83 | 24 | 97 | . | . | -24 | 97 |
| CCOc1ccccc1CNC(=O)CCN1C(=O)COc2ccccc21 | 17 | 92 | 75 | 0 | 155 | 0% | -21% | 0 | 155 |
| O=C(OCn1cncn1)c1ccc(Cl)cc1Cl | 2 | 94 | 92 | 5 | 157 | -4% | -31% | -5 | 157 |
| COC(=O)c1cc2nc(-c3ccccc3)cc(C(F)(F)F)n2n1 | 18 | 91 | 72 | 18 | 99 | . | . | -18 | 99 |
| CCOc1ccc(OCC)c(N=c2oc3c(C)ncc(CO)c3cc2C(N)=O)c1 | 8 | 80 | 72 | 14 | 94 | 24% | 2% | -14 | 94 |
| Cc1nn(C(C)C(=O)N2CCN(c3ccccn3)CC2)c(=O)c2cc3occc3n12 (stereo not drawn) | . | . | . | . | . | -1% | -24% | . | . |
| COc1ccc(NC(=O)C2CCCO2)cc1 (stereo not drawn) | 2 | 98 | 96 | 17 | 167 | . | . | -17 | 167 |
| Cn1c(CN2CCCC2)nc2cc(NC(=O)c3ccco3)ccc21 | 0 | 90 | 90 | 16 | 96 | 6% | 11% | -16 | 96 |
| O=C(Nc1cc(C(F)(F)F)ccc1N1CCOCC1)c1ccc(Br)o1 | 1 | 89 | 88 | -1 | 189 | -10% | 10% | 1 | 189 |

In the list so far, 8 contain an aryl thioether with sulfur outside any ring.
| mol | MRP reversal | MRP reversal cytotoxicity | MRP reversal with doxorubicin | IL1B NFkB pot | IL1B NFkB pot cell count 2 µM | Bcl-B displacement | PLAP inhibition | NFkB transloc inh | NFkB transloc inh cell count 2 µM |
| --- | --- | --- | --- | --- | --- | --- | --- | --- | --- |
| Cc1ccc(Cn2c(SCCN3CCCCC3)nc3c2c(=O)[nH]c(=O)n3C)cc1 | 10 | 81 | 71 | 2 | 40 | 2% | -38% | -2 | 40 |
| C=C(C)CSc1nnc(-c2ccc(C)cc2)n1N | 20 | 99 | 79 | -18 | 127 | -2% | 11% | 18 | 127 |
| CCC(C)NC(=O)CSc1nc(-c2cccs2)cc(C(F)(F)F)n1 (stereo not drawn) | . | . | . | -15 | 123 | 2% | 4% | 15 | 123 |
| CSc1ccc(S(=O)(=O)Nc2ccc3c(c2)OCCO3)cc1 | 0 | 95 | 95 | . | . | 0% | -4% | . | . |
| Cc1ccc(Cl)cc1NC(=O)CSc1nnc(C)n1-c1ccccc1 | 7 | 81 | 74 | -8 | 103 | . | . | 8 | 103 |
| CCCCn1c(SCC(=O)Nc2nnc(CC)s2)nc2ccccc2c1=O | -4 | 86 | 90 | . | . | -3% | 7% | . | . |
| CSc1ccc(Cl)c(C(=O)NCCOc2cc(C(C)C)ccc2C)c1 | . | . | . | -2 | 137 | -19% | 13% | 2 | 137 |
| CC(c1nnc(SCC(=O)N2CCc3ccccc32)n1-c1ccc(Cl)cc1)N(C)C (stereo not drawn) | . | . | . | 4 | 156 | -2% | -42% | -4 | 156 |
